Compound activity (PubChem)
GLS inh: blocks human kidney-isoform glutaminase activity | 410,000 tested, 0.21% active | GLS enzymatic activity, qHTS titration | Potency, µM (doses to about 45.5 µM), for the others: at the highest dose activity change, negative = inhibition, usual class: inhibitors; note: % is set by controls: 0 for no effect and ±100 for the full control effect
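hKGA; 45 mM KH2PO4 pH 8.2 + 0.02% Tween-20; cpd via pin tool; 1 mM Gln soln; GluOx/HRP/Amplex Red; RT 30 min; fluor. t0 & final.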
PGK inhibitor: blocks T. brucei phosphoglycerate kinase | PGK/GAPDH coupled, Kinase-Glo luminescence, 60 min | 380,000 tested, 0.043% active | Potency, µM (titrated, usually from 57.5 µM), for the others: at the top dose activity change, negative = inhibition, most hits filed as inhibitors | P07378; note: % is set by controls: 0 for no effect and ±100 for the full control effect; nearly all actives have a fitted effect of over 60% in size
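Recombinant glycosomal PGK reaction used 1,3-bisphosphoglycerate generated in-well by GAPDH (100nM final) in 100mM TEA pH 7.6, 5mM MgCl2, 0.01% Tween-20. After 60 minutes at room temperature, ATP was read by Kinase-Glo Plus luminescence end-point.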
HP1b chromo inh: HP1-beta chromodomain-methylated histone interaction inhibition | P83916 | AlphaScreen HP1-beta / biotin-H3K9me3 peptide binding | Potency, µM (titrated, usually from 114 µM), for the others: top-dose activity change, negative = inhibition, usual class: inhibitors | 390,000 tested, 0.56% active | AID 540317; note: nearly all actives have a fitted effect of over 70% in size; inactives centre near 23
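AlphaScreen: HP1-beta (50 nM) preformed 30 min with biotin-H3(1-18)K9me3 peptide (50 nM) in PBS pH 7.4, 0.01% Tween-20. Compound added for 30 min at RT, then streptavidin donor/nickel chelate acceptor beads (10 ug/mL) for 30 min.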
G9a inh: G9a (human) methyltransferase inhibition; G9a H3K9 monomethylation, AlphaScreen, 2 h; Potency, µM (highest dose often 102 µM), inactives show top-dose activity, negative = inhibition, usual class: inhibitors; 350,000 tested, 8.8% active; AID 504332; note: % is set by controls: 0 for no effect and ±100 for the full control effect; nearly all actives have a fitted effect of over 75% in size
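G9a (20 nM) was preincubated 15 min with compound, then reacted 2 h at room temperature with 500 nM biotin-H3K9 peptide and 20 µM SAM. Monomethyl-H3K9 detected by AlphaScreen using anti-H3K9me1 antibody.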
POLI inh: blocks human DNA polymerase iota activity. Potency, µM (titrated, usually from 115 µM), for inactives: at the top dose activity, negative = inhibition, most hits filed as inhibitors. 390,000 tested, 1% active. Pol iota fluorescent replication assay, 10 min
Target sequence (Q9UNA4 whole entry, looked up): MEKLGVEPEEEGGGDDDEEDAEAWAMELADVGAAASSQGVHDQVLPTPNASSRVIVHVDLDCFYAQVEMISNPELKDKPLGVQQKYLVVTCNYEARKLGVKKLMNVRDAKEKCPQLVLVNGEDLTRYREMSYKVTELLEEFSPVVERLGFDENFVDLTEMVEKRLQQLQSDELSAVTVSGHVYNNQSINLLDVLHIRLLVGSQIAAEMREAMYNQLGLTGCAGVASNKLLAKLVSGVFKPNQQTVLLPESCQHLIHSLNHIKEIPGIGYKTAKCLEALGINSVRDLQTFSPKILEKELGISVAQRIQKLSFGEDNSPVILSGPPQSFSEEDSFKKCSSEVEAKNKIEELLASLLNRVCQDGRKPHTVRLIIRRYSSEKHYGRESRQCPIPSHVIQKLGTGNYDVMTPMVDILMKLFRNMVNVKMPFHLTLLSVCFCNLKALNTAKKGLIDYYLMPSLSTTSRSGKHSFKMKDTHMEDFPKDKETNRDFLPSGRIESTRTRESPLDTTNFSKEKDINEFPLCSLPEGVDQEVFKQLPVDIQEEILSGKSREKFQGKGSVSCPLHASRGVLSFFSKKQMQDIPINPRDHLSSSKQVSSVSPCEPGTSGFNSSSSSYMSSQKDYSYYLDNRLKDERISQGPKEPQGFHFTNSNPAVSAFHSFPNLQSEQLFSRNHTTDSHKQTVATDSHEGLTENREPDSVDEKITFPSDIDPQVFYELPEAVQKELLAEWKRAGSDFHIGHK
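Pol iota at 10 nM preincubated 15 min with compounds at room temperature; reaction started with fluorescent substrate, 50 nM final. Fluorescence read kinetically at 0 and 10 min; buffer-only wells as negative control.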
JMJD2A Tudor inh: JMJD2A Tudor domain (human) inhibition. O75164. AlphaScreen JMJD2A-Tudor / H3K4me3 peptide binding. Potency, µM (highest dose often 114 µM), inactives show top-dose activity change, negative = inhibition, most hits filed as inhibitors. 390,000 tested, 4.4% active; note: % is set by controls: 0 for no effect and ±100 for the full control effect; nearly all actives have a fitted effect of over 50% in size
BLM inh: blocks DNA unwinding by human BLM helicase; P54132; recombinant BLM DNA unwinding, fluorescence dequenching; Potency, µM (series often up to 56.1 µM), for the others: at the top dose activity change, negative = inhibition, usual class: inhibitors; 350,000 tested, 0.2% active; AID 2528;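 note: plate controls were vehicle for no effect and no enzyme for full effect; nearly all actives have a fitted effect of over 35% in size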
BAZ2B inh: BAZ2B (human) inhibition; Q9UIF8; AlphaScreen BAZ2B-H3K14Ac peptide displacement; Potency, µM (top dose mostly 114 µM), for the others: at the highest dose activity change, negative = inhibition, most hits filed as inhibitors; 360,000 tested, 4.4% active; note: % is set by controls: 0 for no effect and ±100 for the full control effect; nearly all actives have a fitted effect of over 60% in size
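AlphaScreen displacement of biotin-H3(5-23)K14Ac peptide (50 nM final) from BAZ2B (50 nM final) in PBS pH 7.4, 0.01% Tween-20; complex preformed 30 min RT, then compounds (top 110 uM) 30 min RT, beads 20 min dark.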
Pin1 inhibitor: human Pin1 inhibition; Pin1 FP peptide displacement, HiFluor488, 10 min; 390,000 tested, 0.009% active; AID 504891; Potency, µM (top dose mostly 115 µM), for inactives: top-dose activity, negative = inhibition, actives largely listed as inhibitors; active = well fitted inhibition curve with a large enough effect in the polarisation, with a control signal flat, not every such curve was filed as active; inconclusive = small, poorly fitted or top-dose-only effect, or effect the other way, or a change in a side signal; inactive = no such curve, though single readings can be large or run the other way; the % refers to the polarisation; note: % is set by controls: 0 for no effect and ±100 for the full control effect
Target sequence (Q13526 whole entry, looked up): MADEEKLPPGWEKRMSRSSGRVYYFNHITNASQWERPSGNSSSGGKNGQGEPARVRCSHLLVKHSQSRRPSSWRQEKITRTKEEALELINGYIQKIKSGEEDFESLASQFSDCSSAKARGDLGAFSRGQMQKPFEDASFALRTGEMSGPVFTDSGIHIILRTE
* = called active by the depositor; i = inactive; ? = inconclusive; . = no result given; & = joins results of further samples; [ ] = dose if it differs, or a comment. Unless noted, calls come from the whole dose curve; as a rule, active = well fitted curve in the direction sought with a large enough effect; inconclusive = small, poorly fitted or top-dose-only effect, or another doubt; inactive = no such curve, though single readings can be large; an effect the other way counts as inactive or inconclusive. Potency is the fitted concentration of half-maximal effect. Some of the compounds tested; rates above refer to the full screens.

SMILES | GLS inh | PGK inhibitor | HP1b chromo inh | G9a inh | POLI inh | JMJD2A Tudor inh | BLM inh | BAZ2B inh | Pin1 inhibitor
Cc1cccc(OCC(=O)NC(=S)Nc2ccc(S(=O)(=O)NC3CCCCC3)cc2)c1 | 1% | 3% | 17% | ? | -8% | -14% | -5% | 2% | 4%
CCOc1ccc(N2C(=O)CC(N3CCN(c4ccccc4OC)CC3)C2=O)cc1 (stereo unspecified) | 11% | -10% | 44%[activator] | . | ? | -15% | -1% | -4%[0.457 µM] | 7%
COc1ccccc1NC(=O)CN1C(=O)CCSc2ccccc21 | 7% | -7% | 25% | 9%[59 µM] | 11% | -2% | -2% | 4% | 1%
COC(=O)C1(O)CC(CC(C)C)=NN1C(=O)c1ccccc1 (stereo unspecified) | 14% | -1% | 36% | 35%[59 µM] | -2% | -14% | 0% | 6% | ?
N/C(=N\OC(=O)COc1ccccc1Cl)c1ccccn1 | -12% | -3% | 29% | 9%[59 µM] | 2% | -11% | 0% | -3% | -1%
Cc1cc(Nc2ccc3c(c2)OCCO3)c2cccc(C)c2n1 | -13% | 9% | 24% | ? | 75%[activator] | -2% | 88%[activator] | 1% | 1%
O=C(Cn1cc(S(=O)(=O)Cc2ccc(F)cc2)c2ccccc21)NCCc1ccccc1 | -21% | i | -19% | -8%[59 µM] | -12% | ? | -5% | -36% | -2%
CCC/C(=N\NC(=O)C1CCCC1)c1ccccc1 | -1% | -11% | 51%[activator] | . | -14% | -5% | -4% | -12% | -19%
O=C1COc2ccc(C(=O)COC(=O)COc3ccccc3[N+](=O)[O-])cc2N1 | 0% | -9% | 5% | ? | ? | -6% | -1% | -15% | -2%
CCCCn1c(N)c(N(CCC(C)C)C(=O)c2oc3ccc(OCC)cc3c2C)c(=O)[nH]c1=O | -9% | -3% | 12% | -40% | -20% | -4% | . | 8% | 29%
Cn1c(/C=C/c2cccc([N+](=O)[O-])c2)c([N+](=O)[O-])c(=O)n(C)c1=O | 8% | i | 17% | -9% | ? | -20% | -4% | 3% | -7%
C=CCc1ccccc1OCC(=O)N/N=C/c1ccc(OC(C)=O)cc1OC(C)=O | 16% | -10% | 26% | 11% | -12% | -18% | -3% | 7% | 3%
CCC1CN(C(=O)N2CCC(C(=O)NCCc3ccccc3OC)CC2)c2ccccc2O1 (stereo unspecified) | 2% | 1% | 31% | . | 16% | -12% | -3% | -18% | 1%
C[C@H](CO)N1C[C@H](C)[C@@H](CN(C)S(=O)(=O)c2cn(C)cn2)Oc2ccc(NC(=O)NC3CCCCC3)cc2C1=O | 1% | -7% | 59%[activator] | . | -29% | -4% | . | . | 3%
CCOc1ccccc1CNC(=O)CCc1c(C)nn(-c2ccc(N3CCOCC3)nn2)c1C | 4% | -2% | -14% | 14%[59 µM] | 12% | -24% | 1% | -9% | 4%
O=C(O)COc1ccc2oc3c(c2c1)CCCC3 | 4% | 0% | 37% | -4% | 2% | -10% | -1% | -37% | 8%
Cc1ccc(NC(=O)CCCCCN2C(=O)c3ccccc3C2=O)nc1 | -6% | i | 34% | 13%[59 µM] | 17% | 1% | 2% | -6% | -2%
CC(C)=CCC/C(C)=C/CC/C(C)=C/COc1ccc2ccc(=O)oc2c1 | -1% | -3% | 171%[activator] | . | 44%[activator] | 167%[activator] | . | . | 5%
CC(C)CCOC(=O)/C(=C/c1ccco1)NC(=O)/C=C/c1ccccc1 | . | -6% | 39%[activator] | -2%[59 µM] | -6% | 21% | -13% | -11% | -1%
CCOc1ccc(S(=O)(=O)Nc2nc3cc(OC)ccc3s2)cc1 | 8% | -1% | 39% | ? | -5% | -8% | -1% | 4% | 15%

An excerpt of these results, with two lines to a compound.
Value order: GLS inh, PGK inhibitor, HP1b chromo inh, G9a inh, POLI inh, JMJD2A Tudor inh, BLM inh, BAZ2B inh, Pin1 inhibitor
- O=C(O)COc1ccc2oc3c(c2c1)CCCC3
 : 4%, 0%, 37%, -4%, 2%, -10%, -1%, -37%, 8%
- Cc1ccc(NC(=O)CCCCCN2C(=O)c3ccccc3C2=O)nc1
 : -6%, i, 34%, 13%[59 µM], 17%, 1%, 2%, -6%, -2%
- CC(C)=CCC/C(C)=C/CC/C(C)=C/COc1ccc2ccc(=O)oc2c1
 : -1%, -3%, 171%[activator], ., 44%[activator], 167%[activator], ., ., 5%
- CC(C)CCOC(=O)/C(=C/c1ccco1)NC(=O)/C=C/c1ccccc1
 : ., -6%, 39%[activator], -2%[59 µM], -6%, 21%, -13%, -11%, -1%
- CCOc1ccc(S(=O)(=O)Nc2nc3cc(OC)ccc3s2)cc1
 : 8%, -1%, 39%, ?, -5%, -8%, -1%, 4%, 15%

Just Pin1 inhibitor, for some of the entries so far:
compound | Pin1 inhibitor
Cc1cc(Nc2ccc3c(c2)OCCO3)c2cccc(C)c2n1 | 1%
CCOc1ccc(S(=O)(=O)Nc2nc3cc(OC)ccc3s2)cc1 | 15%
O=C(Cn1cc(S(=O)(=O)Cc2ccc(F)cc2)c2ccccc21)NCCc1ccccc1 | -2%
Cc1ccc(NC(=O)CCCCCN2C(=O)c3ccccc3C2=O)nc1 | -2%

Later entries
SMILES | GLS inh | PGK inhibitor | HP1b chromo inh | G9a inh | POLI inh | JMJD2A Tudor inh | BLM inh | BAZ2B inh | Pin1 inhibitor
O=C(COC(=O)CNC(=O)c1ccccc1)Nc1nnc(-c2ccccc2)o1 | -1% | -3% | 51%[activator] | 45µM* | -11% | ? | . | ? | -1%
COc1ccc(C(CNC(=O)c2cccc([N+](=O)[O-])c2)N2CCOCC2)cc1 (stereo unspecified) | 2% | -2% | 30% | 5%[59 µM] | 18% | -27% | -3% | -11% | 7%
CCn1c2ccccc2c2cc(NC(=O)COc3ccccc3)ccc21 | 2% | 0% | 15% | 12%[12.7 µM] | -9% | -22% | -5% | 4% | 23%
COc1ccccc1N1CCN(Cc2cnc3ccc(Cl)cn23)CC1 | 5% | -1% | 30% | -2% | 12% | -18% | 3% | -28% | -1%
Cc1ccc(S(=O)(=O)NCCC(=O)Nc2cccc(S(=O)(=O)N3CCCC3)c2)cc1C | -3% | -1% | 5% | . | -10% | -17% | . | . | 5%
O=S(=O)(c1ccccc1)c1nc(-c2cccc(Cl)c2)oc1N1CCOCC1 | -1%&-3% | 5%&-4% | 0%&-7% | 40µM* | -14%&-15% | -35%&-29% | -4%&-3% | ? | -7%&0%
O=c1[nH]c(NC2CCN(S(=O)(=O)c3ccccc3C(F)(F)F)CC2)nc2c1CCCC2 | -15% | -5% | 0% | -8% | 29% | -26% | -3% | -15% | -2%
Cc1cccc(NC(=S)NCc2ccc(F)cc2)c1 | 11% | i | 13% | 34% | 11% | -19% | 8% | -6% | -3%
Cc1ccc(NC(=O)/C=C\C(=O)N(c2ccc(C(C)C)cc2)C(C(=O)NCc2ccco2)c2ccc(F)cc2)cc1 (stereo unspecified) | -5% | -2% | -9% | -39%[59 µM] | 21% | -31% | -14% | -15% | 1%
COc1ccc(Cc2nnc(NC(=O)C3CC(=O)N(c4ccc(OC)cc4)C3)s2)cc1 (stereo unspecified) | -9% | 1% | 4% | 2% | ? | -9% | -13% | -12% | 25%
COc1ccc2c(c1)c(=Cc1ccc(N(C)C)cc1)c1cc(-c3ccccc3)[n+](C)n12 | 3% | -10% | 40µM* | . | 40µM* | 22µM* | . | . | 118%[activator]
Cn1c(NC(=O)CCC2CCCCC2)cc(=O)n(C)c1=O | 1% | -5% | 27% | ? | 24% | -16% | -4% | -2% | 2%
COC(=O)CCC(=O)NNC(=O)c1ccc(Br)cc1 | 11% | -5% | 16% | -31% | 20% | -7% | 0% | 24% | 1%
O=C(C(=O)N1CCCC1)c1c(-c2ccccc2)[nH]c2ccccc12 | -15% | -9% | 8% | 17% | -11% | -1% | -1% | 2% | -1%
CNC(=O)C1=C(C)NC(=S)NC1c1cccs1 (stereo unspecified) | 0% | 3% | 35% | -28% | 17% | 4% | 0% | -23% | 0%
COc1ccc(NC(=S)NCCc2ccccc2OC)c(OC)c1 | -9% | -10% | -13% | ? | 13% | ? | -3% | ? | -10%
O=C(c1ccc(S(=O)(=O)N2CCCCC2)cc1)N(c1ccccn1)C1CCCCC1 | 0% | i | 6% | ? | 3% | -2% | -4% | -10% | -1%
Cc1ccc(N2C(=O)c3ccccc3C2C(=O)c2ccc(C)c(C)c2O)cc1 (stereo unspecified) | -28% | -7% | ? | . | 31%[activator] | 50µM* | -11% | -13% | 8%
COc1ccc(CCNc2ncnc3c2cnn3-c2ccc(C)cc2)cc1 | 4% | -3% | 31% | 6%[59 µM] | 15% | -4% | -4% | 0% | -11%
COc1ccc(-c2cn3nc(N4CCCC(C(=O)Nc5ccccc5OC)C4)sc3n2)cc1 (stereo unspecified) | 6% | i | -5% | ? | 16% | -23% | -4% | -11% | 22%
COc1ccc2cc(CCl)c(Cl)nc2c1 | -1% | i | 48% | ? | -3% | -15% | 5% | -11% | 6%
